Assay outcomes from PubChem.
hcGAS lum – Primary biochemical luminescence assay for human cyclic GMP-AMP synthase inhibitors; inhibition, % at 12.5 µM; recombinant h-cGAS, ATP depletion, Kinase-Glo luminescence; Q8N884; 290,000 compounds, 0.081% hits;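 note: 0% = vehicle reaction and 100% = reaction without DNA for no activity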
Target sequence (Q8N884 whole entry, looked up): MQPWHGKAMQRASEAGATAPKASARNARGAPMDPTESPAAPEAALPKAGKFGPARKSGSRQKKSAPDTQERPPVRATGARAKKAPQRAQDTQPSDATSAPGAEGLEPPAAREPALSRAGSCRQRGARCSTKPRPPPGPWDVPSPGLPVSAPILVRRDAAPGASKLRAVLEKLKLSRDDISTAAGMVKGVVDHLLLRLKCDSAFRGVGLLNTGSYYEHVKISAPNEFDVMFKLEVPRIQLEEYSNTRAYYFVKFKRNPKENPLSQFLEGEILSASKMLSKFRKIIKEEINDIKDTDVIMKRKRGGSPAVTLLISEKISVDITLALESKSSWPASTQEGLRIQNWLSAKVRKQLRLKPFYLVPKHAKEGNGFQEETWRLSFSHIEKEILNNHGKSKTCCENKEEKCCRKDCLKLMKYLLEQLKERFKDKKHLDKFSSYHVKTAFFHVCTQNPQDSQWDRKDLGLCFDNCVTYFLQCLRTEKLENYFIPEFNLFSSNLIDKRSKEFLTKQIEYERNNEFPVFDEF
NPYLR7 agonist – agonists of mosquito NPYLR7 receptor, primary screen, cell-based, Aedes aegypti, calcium fluorescence, mosquito biting behavior; AID 1259423, 2018; Aedes aegypti neuropeptide Y-like receptor 7 (NPYLR7); 270,000 compounds, 0.15% hits; HEK293T NPYLR7/Galpha15, GCaMP6s calcium fluorescence; activation, % at 10 µM; in the data active = activation above about 40%;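 note: 0% = vehicle and 100% = reference agonist at the receptor; some compounds past the cut are filed as inactive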
mcGAS inh – cyclic GMP-AMP synthase inhibitors, mouse, primary biochemical chemiluminescence. AID 1259399, 2018. Q8C6L5. inhibition, % at 12.5 µM. recombinant cGAS, Kinase-Glo ATP depletion luminescence. 160,000 compounds, 0.15% hits;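 note: 0% = negative control wells and 100% = reference inhibitor with no enzyme activity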
* marks the source's active call; other numbers are inactive results; . = not tested or not shown; & = joins results of further samples. Cut-off read from the data, not from the text of the source, unless noted: active = inhibition above about 40%; inactive = the rest.

SMILES | hcGAS lum | NPYLR7 agonist | mcGAS inh
CCC(COC)NC(=O)c1c(C)noc1-c1ccncc1 (stereo unspecified) | -7 | -1 | -6
CNC(=O)[C@@H]1CN(C(=O)CC2CCCC2)C[C@H]1COC | -13 | . | -5
CCOC(=NC(=O)c1ccc(C)cc1)N(C)C1CCN(C)CC1 | -6 | 10 | -6
CCCCCCNC(CC(=O)Nc1cc(Cl)ccc1O)C(=O)O (stereo unspecified) | -4 | 4 | -9
CN(CCCOc1ccc(S(C)(=O)=O)cc1)C(=O)NCC1CCCC1 | -1 | -2 | .
Cc1ccc(-c2ccnc(NCc3ncn[nH]3)n2)c(C)n1 | -7 | 19 | .
O=C(NC1=NCCS1)c1ccc(Cl)c(S(=O)(=O)NC2CCCc3ccccc32)c1 (stereo unspecified) | 3 | 6 | .
Fc1ccc(OCc2nc(CSc3nnnn3C3CC3)cs2)cc1 | -3 | 2 | .
CCCCc1ccc(-c2ccc(-n3cncc3C(=O)NC/C=C(\C)CCC=C(C)C)cc2)cc1 | -3 | 9 | -6
CN(Cc1cc2cc(F)ccc2[nH]1)Cc1cn[nH]c1C(=O)O | -8 | 23 | .
CSc1ccccc1Nc1ncnc2c1nnn2C | -8 | 11 | .
CCC(CC)C(=O)Nc1c(C)nc2scc(C)n2c1=O | -8 | 1 | -6
COCCOc1nc(-c2ccc(OC)cc2)n(-c2ccc(NC(=O)Nc3cccc(OC)c3)cc2)n1 | -5 | 0 | -3
CCOc1ccc(C(=O)CC(c2ccccc2)C(C#N)C#N)cc1 (stereo unspecified) | -3 | 24 | .
CN(CCNC(=O)c1c[nH]c(=O)c(Cl)c1)C(=O)OC(C)(C)C | 7 | -10 | 2
C=CCC(=O)N1CCc2ccc(NC(=O)CCc3ccccc3OC)cc2C1 | 1 | 4 | .
O=S(=O)(CCN1CCC2(CCc3ccccc32)C1)c1ccccc1 (stereo unspecified) | -2 | 9 | .
Cc1ncc(-c2c(-c3ccccc3)ncn2CCCCN2CCCC2)[nH]1 | -3 | -4 | -14
Cc1ccc(N2C(=O)CC(N3CCN(c4ncccn4)CC3)C2=O)cc1Cl (stereo unspecified) | 1 | 2 | -5
Nc1nc(-c2cccs2)cs1 | -7 | 2 | .
Cc1cccc2sc(N(Cc3ccccn3)C(=O)C3CCCN(S(C)(=O)=O)C3)nc12 (stereo unspecified) | -2 | 0 | .
COc1cc(S(=O)(=O)n2ccc(C)n2)ccc1F | -5 | 9 | -7
CCC(=O)Nc1ccc2c(c1)cc(C(=O)NCCOC)n2Cc1cccc(C)c1 | -3 | 5 | .
O=C(CN=C1NS(=O)(=O)c2ccccc21)N1CCc2[nH]c3ccccc3c2C1 | -5 | 13 | .
Cc1nc2ccccc2nc1OCC(=O)NCC(F)(F)F | 5 | -9 | 1
O=C(C=Cc1ccsc1)N1CCN(S(=O)(=O)c2ccccc2F)CC1 | 1 | -2 | -1
CCN(CC)CCSc1ccc(-c2cccc([N+](=O)[O-])c2)nn1 | -12 | 8 | .
CCOC(=O)c1ccc(-n2ccc3c(cnc4nc(C)nn43)c2=O)cc1 | -5 | 4 | .
COCCN(CC(=O)N1CCc2sccc2C1COc1ccccc1OC)S(=O)(=O)c1ccc(C)cc1 (stereo unspecified) | -4 | -1 | -4
O=C(Nc1ccc(S(=O)(=O)Nc2ncccn2)cc1)c1ccsc1 | -4 | 14 | .
COc1ccc(C(NC(=O)C2CCN(CCOc3ccc(F)cc3)CC2)c2cccs2)cc1 (stereo unspecified) | -6 | 10 | -3
CN(C)C1CCCN(C(=O)c2ccc3cc[nH]c3c2)CC1 (stereo unspecified) | -6 | 14 | .
COc1cc(OC)cc(-n2c(C3(c4ccc(Cl)cc4)CCC3)n[nH]c2=S)c1 | -2 | 2 | .
COc1coc(CN2CCCC2c2nc3ccc(F)cc3[nH]2)cc1=O (stereo unspecified) | -4 | 6 | .
CCSc1nnc2c(n1)OC(c1c(OC)ccc3ccccc13)Nc1ccccc1-2 (stereo unspecified) | 10 | -4 | 2
COc1ccc(S(=O)(=O)Oc2cc(CN(CC3CCCO3)C(=O)CC(C)C)ccc2OC)cc1 (stereo unspecified) | 1 | 3 | -2
Cc1ccc(Oc2cc(C)nc(SCc3cccc([N+](=O)[O-])c3)n2)c(C)c1 | 2 | -9 | -4
O=C(CSc1ccc2nnc(-c3cccnc3)n2n1)Nc1cccc(C(F)(F)F)c1 | -8 | 0 | -7
CC12CCC(C(=O)Oc3cccnc3)(c3nc4ccccc4nc31)C2(C)C (stereo unspecified) | 0 | -7 | .
CN1CCN(Cc2cncc(-c3cccc(C(F)(F)F)c3)c2)CC1 | -2 | 4 | .
COC(=O)N1CCCN(C(=O)Nc2cccc(C(F)F)c2)CC1 | -4 | 1 | 0
CCC(C)c1csc(NC(=O)NC2CCC(=O)N(C)C2)n1 (stereo unspecified) | -1 | 4 | .
CCOCCCN(CC(=O)N(CCc1ccc(OC)c(OC)c1)Cc1cccs1)C(=O)c1ccc(C(F)(F)F)cc1 | 16 | -15 | 1
Cc1ccc(NC(=O)C2=NCC(=O)N(c3ccccc3)N2)cc1C | -16 | 0 | -9
Cc1nn(-c2ccc(F)cc2)c2nc(CCC(C)C)nc(N3CCCN(C(=O)c4ccco4)CC3)c12 | -5 | 1 | -3
COc1cc(CN2C(=O)C(C)ON=C2c2ccccc2F)cc(OC)c1 (stereo unspecified) | 0 | 9 | .
CCC(CC)CC(=O)N1CCC1c1ccc(F)cc1 (stereo unspecified) | -6 | 3 | -12
O=S(=O)(NNc1c(F)c(F)c(F)c(F)c1F)c1ccccc1 | -6 | 2 | .
COc1ccc(CCN2CCCn3c2nc2c3c(=O)n(CC(C)C)c(=O)n2C)cc1OC | -2 | -1 | -6
CCOC(=O)Cn1c(=O)c2c(nc3n(C(C)c4ccccc4)c(C)cn23)n(C)c1=O (stereo unspecified) | -5 | 21 | .
CS(=O)(=O)N1CCN(C(=O)c2csc(Nc3ccc(OC(F)F)cc3)n2)CC1 | -8 | 12 | .
CCOc1ccccc1OCCOc1ccccc1OCC | 4 | -5 | .
Cc1ccc(CNC(=O)C(C)n2cnc3oc(C)c(C(=O)O)c3c2=O)cc1 (stereo unspecified) | -9 | 7 | -13
CC(C)CN(CC(=O)N(CCc1c[nH]c2ccccc12)Cc1ccc(Cl)c(Cl)c1)C(=O)Nc1cccc(C(F)(F)F)c1 | 0 | 5 | 1
CCC(=O)Nc1nnc(CC(=O)N/N=C\c2ccc(OC)cc2)s1 | -6 | 28 | -8
CCc1ccc(CN(Cc2ccncc2)C(C)CC)nc1 (stereo unspecified) | -5 | 6 | -8
OC[C@H]1O[C@@H](O[C@@H]2[C@@H](CO)O[C@](O)(CO)[C@H]2O)[C@H](O)[C@@H](O)[C@H]1O | -5 | -5 | .
CCCN(CC(=O)Nc1c(-c2ccccc2)c(C)nn1-c1ccccc1C)C(=O)C(CC)c1ccccc1 (stereo unspecified) | -7 | 12 | -7
CC1(C)C2(C(=O)N3CCN(c4c(-c5ccccc5)cnc5ncnn45)CC3)CC[C@@]1(C)C(=O)O2 | -7 | . | -8
O=C(Cc1coc2cc3c(cc12)CCC3)OC1CCCCC1=O (stereo unspecified) | -2 | 3 | .

Three entries out of the list, arranged by number of heavy atoms, ascending.
SMILES | hcGAS lum | NPYLR7 agonist | mcGAS inh
Nc1nc(-c2cccs2)cs1 | -7 | 2 | .
CCC(=O)Nc1nnc(CC(=O)N/N=C\c2ccc(OC)cc2)s1 | -6 | 28 | -8
CCCN(CC(=O)Nc1c(-c2ccccc2)c(C)nn1-c1ccccc1C)C(=O)C(CC)c1ccccc1 (stereo unspecified) | -7 | 12 | -7

One compound at a time (already shown). Order of values: hcGAS lum | NPYLR7 agonist | mcGAS inh
OC[C@H]1O[C@@H](O[C@@H]2[C@@H](CO)O[C@](O)(CO)[C@H]2O)[C@H](O)[C@@H](O)[C@H]1O across the screens: -5 | -5 | .
CCCN(CC(=O)Nc1c(-c2ccccc2)c(C)nn1-c1ccccc1C)C(=O)C(CC)c1ccccc1 (stereo unspecified) across the screens: -7 | 12 | -7

(cont.)
SMILES | hcGAS lum | NPYLR7 agonist | mcGAS inh
CCCc1cc(=O)n(CC(=O)NCCc2ccccc2)c(-n2nc(C)cc2C)n1 | -11 | -3 | -8
CCOc1ncccc1CN1CCC(C(=O)N(CC(C)C)CC(C)C)CC1 | -6 | -1 | -3
Cc1nc(C)c(C(=O)N2CCCC(N3CCN(c4ccccc4C)CC3)C2)s1 (stereo unspecified) | -4 | -1 | .
C=CCn1c2c(sc1=NC(=O)NNc1ccccc1)CCc1ccccc1-2 | -11 | 6 | .
Cc1cc(Cl)ccc1OCC(=O)NC1CCCCC1C (stereo unspecified) | -12 | -7 | .
O=C(Cc1ccsc1)N1CC(=O)N(CC2CCOCC2)CC(OCc2cccnc2)C1 (stereo unspecified) | -19 | 15 | -6
Cc1ccoc1C(=O)NCCNc1cccnc1 | -5 | 7 | -6
CC(C)c1cc(NC(=O)c2cc(F)ccc2Br)n[nH]1 | -3 | -6 | -10
COc1ccc(Br)cc1C=NNC(=O)Cn1nc(C)cc1C | -5 | 5 | -7
CCOc1ccc(C(C2Sc3nc(C)nn3C2=O)N2CCCCC2)cc1OC (stereo unspecified) | -4 | -1 | -8
COCCn1c(O)c(C=NNC(=O)c2cc(Cl)ccc2O)c(=O)[nH]c1=S | 9 | -1 | .
CS(=O)(=O)c1ncc(CN2CCCC2)n1CC1CCCCC1 | -10 | 8 | -10
CCOC(=O)CN(C)C(=O)CC(c1ccccc1)c1ccc2c(c1)OCO2 (stereo unspecified) | -3 | 5 | .
Cc1cccc(-c2nc(NC(=O)N3CCC(CCn4ccnc4C)CC3)n[nH]2)c1 | -2 | 3 | -16
COCCN(Cc1cccn1C)C(=O)CN(CC(C)C)C(=O)c1ccc([N+](=O)[O-])cc1Cl | -9 | . | -5
Cc1c(Cl)c([N+](=O)[O-])nn1CC(=O)Nc1cc(C(F)(F)F)cnc1Cl | 3 | 9 | 2
COc1ccc(C(=O)N2CCC3(CC2)SCCN3C(=O)c2cccc(OC)c2)cc1 | -4 | 20 | -5
Cn1c(-c2ccncc2)nn(CN(Cc2cccs2)C2CCS(=O)(=O)C2)c1=S (stereo unspecified) | 3 | 2 | .
O=C(COc1ccccc1)NCCn1nc(-c2ccco2)ccc1=O | 11 | 2 | -4
CC(C)(C)c1ccc(COc2coc(CN3CCCN(C(=O)CC4NC(=O)NC4=O)CC3)cc2=O)cc1 (stereo unspecified) | -2 | 8 | 1

The final 5 compounds of the part above lead into the next:
SMILES | hcGAS lum | NPYLR7 agonist | mcGAS inh
Cc1c(Cl)c([N+](=O)[O-])nn1CC(=O)Nc1cc(C(F)(F)F)cnc1Cl | 3 | 9 | 2
COc1ccc(C(=O)N2CCC3(CC2)SCCN3C(=O)c2cccc(OC)c2)cc1 | -4 | 20 | -5
Cn1c(-c2ccncc2)nn(CN(Cc2cccs2)C2CCS(=O)(=O)C2)c1=S (stereo unspecified) | 3 | 2 | .
O=C(COc1ccccc1)NCCn1nc(-c2ccco2)ccc1=O | 11 | 2 | -4
CC(C)(C)c1ccc(COc2coc(CN3CCCN(C(=O)CC4NC(=O)NC4=O)CC3)cc2=O)cc1 (stereo unspecified) | -2 | 8 | 1
CCn1cc(C(CC(=O)N(CCC#N)Cc2cccnc2)c2cccc(C)c2)c2ccccc21 (stereo unspecified) | -5 | . | -5
COC(C(=O)Nc1ccnn1C1CCN(C(=O)c2ccco2)CC1)c1ccccc1 (stereo unspecified) | -6 | -2 | .
CC(C(=O)N1CCCCCC1)N1CC(c2nc3ccccc3[nH]2)C1 (stereo unspecified) | -5 | -21 | .
Cc1nc2c(OCc3ccccc3C#N)cccn2c(=O)c1-c1cc(C)n(-c2cc(F)ccc2F)n1 | -7 | . | -5
CC(O)CN(c1ccccc1)S(=O)(=O)c1ccc2c(c1)CCCC(=O)N2 (stereo unspecified) | 2 | 1 | -4
Cc1nn(-c2ccc(F)cc2)c2nc(Cc3ccccc3)nc(N3CCN(C(=O)c4ccc(Cl)cc4Cl)CC3)c12 | -8 | 2 | -6
NC(=O)CSc1nc2ccccc2n1CCOc1ccc(Cl)cc1 | 1 | -5 | -2
Cc1[nH]n(-c2ccccc2)c(=O)c1C1=C(N2CCCCC2)C(=O)N(c2ccccc2F)C1=O | -6 | 6 | -9
COC(=O)c1ccc(-c2noc(CN3CCC(c4nc5ccccc5o4)CC3)n2)cc1 | -5 | -4 | -4
CCOc1ccccc1N1CCN(C(=O)CN2CC3=C(C2=O)C(c2ccc(F)cc2)NC(=O)N3C)CC1 (stereo unspecified) | -6 | -1 | -4
OC1CCOC2(CCN(Cc3ccoc3)CC2)C1 (stereo unspecified) | -11 | . | -5
COC1CCN(CCS(=O)(=O)c2ccc(C(C)(C)C)cc2)CC1 | -17 | 5 | .
CCOc1ccccc1C(=O)N1c2cccc3c2[C@@H](C[C@H]1C(=O)NC)CN(CCOC)C3=O | -5 | 1 | -8
O=C(Nc1ccc(S(=O)C(F)(F)F)cc1)C1CCCN1S(=O)(=O)c1ccccc1 (stereo unspecified) | -7 | 1 | .
O=C(CSc1nnc(N2CCN(C(=O)Cn3cnc4ccccc43)CC2)s1)Nc1ccccc1 | 12 | -20 | 3
O=C(Cc1ccc(O)c(F)c1)N1CC(c2cccnc2)C1 | -2 | 1 | -15
CCn1ncc(C(=O)NCCN2N=C(c3ccccc3)CCC2=O)c1C | -6 | 14 | -17
CN(CCCN1c2ccccc2CCc2ccccc21)C(=O)Nc1cccc(F)c1 | -10 | -3 | -5
NC12CC3CC(CC(C3)C1)C2 | 4&3&-6&-3&-9&0 | -10&-10&0&5&7&2 | -9&-3
